# Bioassay records (PubChem BioAssay)
# UHRF1 MBD2 ctr = blocks human UHRF1 binding to methylated DNA. UHRF1 binding to methylated oligo, TR-FRET. inhibition, % at 4.4 µM. 370,000 compounds, 0.75% hits. AID 687016; in the data active = inhibition above about 21%;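 also: UHRF1 SRA domain binding a hemimethylated CpG hairpin DNA probe; 0% = median of test compound wells and 100% = reference inhibitor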
# Target sequence (Q96T88 whole entry, looked up, the tested form may be a part): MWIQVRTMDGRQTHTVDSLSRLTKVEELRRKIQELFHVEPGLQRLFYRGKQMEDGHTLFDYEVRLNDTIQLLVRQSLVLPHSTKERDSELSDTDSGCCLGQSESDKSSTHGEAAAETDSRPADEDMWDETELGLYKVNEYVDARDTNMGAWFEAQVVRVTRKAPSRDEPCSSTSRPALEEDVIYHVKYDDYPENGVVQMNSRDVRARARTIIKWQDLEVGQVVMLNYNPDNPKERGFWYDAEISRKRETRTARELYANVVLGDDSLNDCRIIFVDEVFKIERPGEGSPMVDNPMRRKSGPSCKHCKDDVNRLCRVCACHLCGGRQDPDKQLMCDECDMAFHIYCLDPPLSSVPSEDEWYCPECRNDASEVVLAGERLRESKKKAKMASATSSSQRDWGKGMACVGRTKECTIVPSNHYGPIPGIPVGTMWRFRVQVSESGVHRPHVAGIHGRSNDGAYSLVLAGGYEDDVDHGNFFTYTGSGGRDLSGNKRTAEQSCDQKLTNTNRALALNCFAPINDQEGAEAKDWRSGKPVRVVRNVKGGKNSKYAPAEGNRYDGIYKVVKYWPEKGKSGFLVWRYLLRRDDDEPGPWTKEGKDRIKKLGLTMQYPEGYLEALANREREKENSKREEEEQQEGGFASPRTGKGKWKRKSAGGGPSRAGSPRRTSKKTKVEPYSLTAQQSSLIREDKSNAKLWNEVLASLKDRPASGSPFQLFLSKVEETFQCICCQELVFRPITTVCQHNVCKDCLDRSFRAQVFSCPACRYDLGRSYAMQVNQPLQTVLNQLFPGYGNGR
# ASAP1 inh = blocks human ASAP1-stimulated Arf1 GTP hydrolysis; GDP FP detection; Q9ULH1; 360,000 compounds, 0.19% hits; inhibition, % at 16.5 µM; in the data active = inhibition above about 25%;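 also: 0% = vehicle with enzyme and substrate and 100% = no enzyme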
# PLCb3 inh = blocks human PLC-beta3 enzyme activity | 370,000 compounds, 0.18% hits | Q01970 | inhibition, % at 12.2 µM | Purified PLC-beta3, fluorogenic substrate, fluorescence | AID 720704; in the data active = inhibition above about 11%;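 also: 0% = median of compound wells on plate and 100% = full blocker control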
# Tn7 DDE FP = inhibitors of Tn7 peptide binding to human fibrin DD(E); P02675; inhibition, % at 8.3 µM; 370,000 compounds, 0.13% hits; FP displacement of FITC-Tn7 peptide from fibrin DD(E); 0% = median of compound wells per plate; AID 720508;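 active = inhibition above the mean of compounds falling within the control limits plus 3 SD of them, cut at about 14% in these data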;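 also: 0% = plate median of compound wells and 100% = 10 µM Aha-Tn7 peptide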
#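 Assay system: Human clot-derived fibrin DD(E) complex | Buffer or medium: Tris/NaCl/CaCl2 buffer, pH 7.8 | Repeats: One replicate per compound | Benchmarks: Aha-Tn7 high control | Measure: % inhibition scaled between sample-field median and high-control FP | Schedule: 10 min plus 3 h, room temperature | Signal: Fluorescence polarization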
# ADAM17 inh = inhibitors of human ADAM17. P78536. inhibition, % at 6.95 µM. 370,000 compounds, 0.83% hits. recombinant ADAM17, EDANS/DABCYL FRET peptide cleavage;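 active = inhibition above the mean of compounds lying between control limits plus 3 SD, set per campaign, cut at about 8.5% in these data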;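 also: 0% = DMSO-only wells as the low control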
# KLK7 zymogen act = activators of human kallikrein-7 zymogen; P49862; purified proKLK7, EDANS-DABCYL substrate fluorescence; 100% is mature enzyme control, 0% vehicle; activation, % at 7 µM; 370,000 compounds, 0.9% hits; AID 652039;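 active = activation above the mean of all tested compounds plus 3 SD, computed per campaign excluding outliers beyond control limits, cut at about 13% in these data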
# DDE Tn6 FP inh = DD(E)-Tn6 binding inhibition, primary FP screen; Fibrin DD(E) TRITC-Tn6 fluorescence polarization displacement; inhibition, % at 8.3 µM; 370,000 compounds, 0.21% hits; P02675;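 active = inhibition above a per-campaign cutoff: mean of compounds within control limits plus 3 SD, cut at about 15% in these data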;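 also: 0% = median of all compound wells on the plate and 100% = blocking peptide control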
# MBD2 inh = MBD2-methylated oligo binding inhibition; Q9UBB5; 370,000 compounds, 0.31% hits; TR-FRET, MBD2 binding to methylated oligonucleotide; inhibition, % at 4.4 µM; in the data active = inhibition above about 13%
# PLC-gamma1 inh = inhibitors of human phospholipase C gamma1. P19174. purified PLC-gamma1, fluorogenic substrate, fluorescence. inhibition, % at 12.2 µM. 370,000 compounds, 0.84% hits. AID 720700; in the data active = inhibition above about 9.5%
# ARFGAP1 inh = inhibits rat ARF GTPase activating protein 1; Q62848; Arfgap1-stimulated ARF1 GTP hydrolysis, GDP FP detection; inhibition, % at 16.5 µM; 360,000 compounds, 0.26% hits; AID 651572;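 active = inhibition above a per-plate limit, mean inhibition of low control wells plus 3 SD, cut at about 25% in these data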;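 also: 0% = DMSO wells with enzyme and 100% = wells lacking Arfgap1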
# Target sequence (Q62848 1-136 limits assumed): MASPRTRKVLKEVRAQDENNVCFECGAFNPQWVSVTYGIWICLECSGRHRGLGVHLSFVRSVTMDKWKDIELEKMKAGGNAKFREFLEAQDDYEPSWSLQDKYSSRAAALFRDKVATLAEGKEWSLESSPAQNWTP
#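 system = rat Arfgap1 catalytic domain, aa 1-136 | technique = FP, GDP Alexa 633 tracer displaced from anti-GDP antibody, 620/688 nm | compound = one concentration, 16.5 µM, DMSO 1.26% | medium = HEPES-based buffer, pH 7.5 | timing = compound-enzyme preincubation 20 min, reaction 120 min, detection 60 min, 25 °C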
# Numbers without * were called inactive.
SMILES,UHRF1 MBD2 ctr,ASAP1 inh,PLCb3 inh,Tn7 DDE FP,ADAM17 inh,KLK7 zymogen act,DDE Tn6 FP inh,MBD2 inh,PLC-gamma1 inh,ARFGAP1 inh
CC(Oc1cc2oc(=O)c3c(c2cc1Cl)CCC3)C(=O)NCC1CCC(C(=O)O)CC1 (stereo unspecified),1.9,-1.0,-3.9,-6.9,-5.9,-0.4,8.3,3.4,2.7,3.9
CCOc1ccc(C2=Nn3c(nnc3-c3cccnc3)SC2)cc1,-1.4,8.4,3.5,-1.9,-2.2,-0.2,3.6,-2.3,1.2,-0.2
O=S(=O)(NCc1ccccc1Br)c1cccs1,11.1,-6.1,1.1,7.2,-3.4,-0.1,1.3,1.2,-0.6,0.2
O=C(CSc1nnc(-c2cc3ccccc3cc2O)n1Cc1ccco1)c1ccc(F)cc1,0.6,-5.9,-7.7,4.0,6.9,0.8,-12.1,6.1,-6.7,2.4
CC(C)CNC(=O)COc1cccc(C(=O)NCc2ccccc2)c1,9.0,9.6,3.0,5.7,-2.3,-0.4,5.7,2.0,1.2,-9.0
O=C(c1cc(F)ccc1F)C1CCCN(C(=O)CSc2ccccn2)C1 (stereo unspecified),-1.4,-10.9,0.7,4.6,-4.6,-0.2,0.7,3.1,0.2,-0.8
CC1=C(C(=O)N(C)C)CC(CC(=O)NCCCN(C)C)C(=O)N1Cc1ccc(F)cc1 (stereo unspecified),1.7,-10.1,4.3,11.4,0.6,-0.6,3.5,-5.4,0.9,-0.3
O=C(Cc1ccc(F)cc1)Nc1ccc(S(=O)(=O)N2CCCC2)cc1,2.9,1.5,-5.3,1.6,1.4,-0.6,-4.9,-2.4,-0.8,8.0
COc1ccc(CC(=O)N2CCN(C(=O)c3ccco3)CC2)cc1,-1.9,-8.2,-1.0,0.4,-1.2,0.6,-6.9,2.3,0.3,12.3
CCc1nc2c(OCc3ccccc3)cccn2c1N(C)C(=O)Nc1ccccc1OC,-1.9,-1.0,-0.2,4.8,0.6,0.4,-5.1,4.2,1.3,-3.1
COC(=O)c1ccccc1S(=O)(=O)N1CCC(C(=O)OCC(=O)NCC(F)(F)F)CC1,8.0,0.6,-4.2,4.8,-9.2,0.0,0.3,3.5,-25.4,9.6
CCOC(=O)N1CCN(CC(=O)n2c(C)c(C)c3ccccc32)CC1,0.2,-0.5,2.2,-9.3,-0.2,0.1,-0.8,-3.5,6.2,3.1
O=C(CCc1nnc2ccc(NCc3ccco3)nn12)N1CCN(c2ccccc2F)CC1,-0.9,-7.1,-6.7,3.9,2.0,-0.5,0.6,0.4,-7.9,-3.8
O=C(Cc1ccc(F)cc1)Nc1c(C(=O)N2CCN(c3ncccn3)CC2)oc2ccccc12,1.4,10.7,-5.5,-9.1,-0.9,-0.4,-2.8,1.1,2.9,-6.1
COc1cc(/C=N/N=C(\N)c2nonc2N)cc(OC)c1O,-4.6,-2.8,-2.5,0.6,2.8,0.3,2.8,-9.9,2.4,-6.1
CCOC(=O)[C@]12CCCC=C1N(Cc1ccccc1)C(=O)[C@H](CC(=O)N1CCOCC1)C2,0.0,-10.9,0.5,4.5,-2.3,0.2,-0.1,-0.9,0.1,-3.2
Cc1ccc(C(=O)NC2CCN(Cc3ccccc3)CC2)cc1S(=O)(=O)N1CCOCC1,-2.0,-7.1,-6.9,-7.3,1.6,-0.2,-7.2,-2.3,-1.2,11.4
O=C(COc1ccccc1)NCC(=O)N/N=C/c1ccccc1,-3.1,-8.7,1.5,-0.7,2.3,-0.7,2.5,1.7,-3.2,-1.1
O=C1C=C(C2OC(CO)C(O)C2O)C(=O)N1 (stereo unspecified),-1.0,-6.9,6.0,-3.4,1.9,-0.7,6.6,-1.8,3.5,0.4
O=C(Cn1ccc(NC(=O)OCc2ccccc2)nc1=O)NCCc1c[nH]c2ccccc12,-3.9,11.7,2.2,-11.8,-0.2,0.4,1.3,-2.5,2.6,7.8
CC(=O)NC(c1ccccc1)c1cc(Cl)c2cccnc2c1O (stereo unspecified),-4.6,-5.8,-37.7,-5.8,6.3,0.1,-3.3,-3.9,-22.6,-1.9
CCCCc1n[nH]c2c1/C(=N/O)CC(c1ccccc1)C2 (stereo unspecified),1.1,4.2,2.1,0.3,-1.5,0.3,-5.3,2.1,0.0,-9.7
Cc1cc(C)n(C(=O)c2cccc([N+](=O)[O-])c2C)n1,4.8,-4.7,-5.2,-3.7,-5.1,-0.2,-9.3,7.4,-8.6,-3.7
O=C1CSC(c2cccc([N+](=O)[O-])c2)N1Cc1ccccc1 (stereo unspecified),-0.8,-5.5,0.8,-5.9,2.3,0.1,4.7,-7.0,5.8,1.8
Cc1cc(C(=O)NC2CCCc3c2cnn3-c2ccc(C)c(C)c2)n(C)n1 (stereo unspecified),-0.9,-11.5,-1.6,9.4,-2.2,0.5,0.5,-1.4,-2.7,-5.0
Cc1ccc(CNC(=O)CCNC(=O)Cn2ccc3ccccc3c2=O)o1,-0.3,-2.6,0.2,-2.1,-2.6,-0.5,4.8,4.7,-2.2,7.9
O=c1[nH][nH]c(=O)c2cc(N3CCCC3)ccc12,-0.6,-1.4,-129.9,-5.3,-42.8,2.0,2.4,2.1,-125.7,2.1
COCC(=O)N(Cc1cc2cc(C)ccc2[nH]c1=O)c1cccc(C)c1C,3.0,7.7,-9.3,-8.4,-6.2,0.7,-6.2,-2.7,2.1,14.2
CCC(C)(C)NC(=O)C(c1ccncc1)N(C(=O)c1sc(C)nc1C)c1ccc(F)cc1 (stereo unspecified),-1.0,-1.5,5.0,0.3,0.6,-0.2,7.6,-3.4,2.4,10.9
CCc1nnc(NC(=O)[C@@H](NC(=O)c2cccc(C)c2)C(C)C)s1,-3.6,-0.8,3.5,5.0,1.8,-0.2,5.4,0.3,3.6,-5.8

# Compound profiles, as listed above. Values in the order: UHRF1 MBD2 ctr | ASAP1 inh | PLCb3 inh | Tn7 DDE FP | ADAM17 inh | KLK7 zymogen act | DDE Tn6 FP inh | MBD2 inh | PLC-gamma1 inh | ARFGAP1 inh
# `Cc1cc(C(=O)NC2CCCc3c2cnn3-c2ccc(C)c(C)c2)n(C)n1` (stereo unspecified) is listed with -0.9 | -11.5 | -1.6 | 9.4 | -2.2 | 0.5 | 0.5 | -1.4 | -2.7 | -5.0
# `CCc1nnc(NC(=O)[C@@H](NC(=O)c2cccc(C)c2)C(C)C)s1` is listed with -3.6 | -0.8 | 3.5 | 5.0 | 1.8 | -0.2 | 5.4 | 0.3 | 3.6 | -5.8
# `CC(=O)NC(c1ccccc1)c1cc(Cl)c2cccnc2c1O` (stereo unspecified) is listed with -4.6 | -5.8 | -37.7 | -5.8 | 6.3 | 0.1 | -3.3 | -3.9 | -22.6 | -1.9

# Next part:
SMILES,UHRF1 MBD2 ctr,ASAP1 inh,PLCb3 inh,Tn7 DDE FP,ADAM17 inh,KLK7 zymogen act,DDE Tn6 FP inh,MBD2 inh,PLC-gamma1 inh,ARFGAP1 inh
CC1(C)CC2(CCO1)N1CC3(C)CN2CC(C)(C1)C3=O (stereo unspecified),-2.1,-3.9,4.4,6.2,4.3,0.0,0.1,-4.5,6.4,-13.8
CC(C)OC(=O)CSc1nnc(CNc2cccc(Cl)c2)n1C,15.4,-3.5,3.3,-6.6,5.4,-0.9,-8.9,-1.3,10.5*,5.4
CC(OC(=O)C1CC1)C(=O)Nc1cc(Cl)cc(Cl)c1 (stereo unspecified),-0.2,7.9,-1.9,5.4,-4.6,-0.3,-1.6,4.5,-2.4,8.5
Cc1nc(Cc2ccccc2)sc1CC#N,-1.4,6.3,1.5,0.5,-3.4,-0.1,-3.8,3.3,-1.9,17.0
COc1ccc(C(=O)N2CCCc3ccccc32)cc1,1.8,3.5,2.0,-1.5,0.4,-0.3,5.0,5.3,1.4,-1.5
O=C(CCc1ccc(F)c(F)c1)NC1CCCN(Cc2ccc(Cl)cc2)C1 (stereo unspecified),1.4,9.7,-7.5,0.7,-5.5,-0.4,1.6,-3.2,-0.1,2.2
CCNS(=O)(=O)c1ccc(C)c(-n2cnnn2)c1C,3.2,-3.9,3.1,-2.2,-2.0,0.1,7.0,-2.4,5.6,0.7
CCOc1ccc(/C=C\C(C)=N\O)cc1,-2.4,-18.7,0.7,1.4,0.8,-0.5,-1.2,0.6,-0.6,-6.6
CC(Oc1ccc(F)cc1)C(=O)Nc1sc2c(c1C(=O)NCc1cccnc1)CCCC2 (stereo unspecified),-2.2,11.4,-3.4,-1.9,4.6,-0.8,2.1,1.6,-0.5,-12.2
C[n+]1ccc(C(=O)NCCC[N+](C)(C)C)cc1/C=N/O,2.9,-3.3,-10.0,-0.1,-13.1,2.1,3.9,5.2,-1.9,8.4
Cc1cccc([N+](=O)[O-])c1NC(=O)CN(Cc1ccccc1)Cc1ccccc1,-1.5,-0.3,1.2,1.5,2.8,0.0,5.1,-9.6,1.4,-7.4
CCOC(=O)C1(Cc2cccc(OC)c2)CCCN(C(=O)CCSC)C1 (stereo unspecified),4.4,-8.9,-5.1,5.8,-1.6,0.3,-2.5,1.2,-0.1,11.0
O=C(/C=C/c1ccccc1)NCC(=O)N/N=C/c1ccccc1[N+](=O)[O-],-3.6,5.8,0.8,-12.6,0.2,-0.1,0.5,-1.6,1.1,6.9
Cc1cc(C)c(O)c(CN(C)Cc2cc(Cl)cc(Cl)c2O)c1,-3.0,7.7,-45.7,-1.9,-29.3,0.3,-8.7,1.2,-27.8,3.3
CNC(=O)C(=O)NCC(c1cccs1)S(=O)(=O)c1ccc(F)cc1 (stereo unspecified),3.8,-13.1,-10.8,3.8,1.3,0.5,0.6,1.5,0.6,6.1
CCN1CCN(CCNC(=O)c2ccc3nc(-c4cccc(C)c4)c(-c4cccc(C)c4)nc3c2)CC1,-2.5,-20.4,-293.2,4.8,-297.9,-33.2,-2.0,-1.4,-176.2,-11.8
CC(C)C[C@H]1CNC(=O)C(=O)N1C[C@@H]1CCCN1C[C@H](CC(C)C)N1C[C@H](Cc2ccc(O)cc2)N(CCc2ccccc2)C(=O)C1=O,4.3,9.1,-0.7,-2.4,-3.0,0.3,4.5,3.9,1.6,8.2
CC(CCc1ccccc1)NC(=S)NC1CCCCC1 (stereo unspecified),2.6,3.0,2.2,-6.9,0.6,-0.9,4.4,3.6,1.6,-20.4
COc1ccc(CC2(CO)CCN(Cc3cnn(-c4ccccc4OC)c3)CC2)cc1,3.3,-3.1,-9.3,1.9,-3.6,0.8,0.3,6.8,0.7,6.3
CC(C)N(Cc1nc(-c2ccc(Cl)cc2)no1)C(=O)C12CC3CC(CC(C3)C1)C2,-4.2,3.8,3.3,0.2,-1.9,-0.5,-1.5,1.9,2.5,-5.4
Oc1[nH]c2ccc(Br)cc2c1N=NC(=S)Nc1ccc(F)cc1,5.4,-3.3,-8.6,-0.7,-2.0,0.4,-11.2,3.3,-0.6,2.1

# Quoted at random: 2 records from the list
SMILES,UHRF1 MBD2 ctr,ASAP1 inh,PLCb3 inh,Tn7 DDE FP,ADAM17 inh,KLK7 zymogen act,DDE Tn6 FP inh,MBD2 inh,PLC-gamma1 inh,ARFGAP1 inh
CC(C)N(Cc1nc(-c2ccc(Cl)cc2)no1)C(=O)C12CC3CC(CC(C3)C1)C2,-4.2,3.8,3.3,0.2,-1.9,-0.5,-1.5,1.9,2.5,-5.4
CCOC(=O)C1(Cc2cccc(OC)c2)CCCN(C(=O)CCSC)C1 (stereo unspecified),4.4,-8.9,-5.1,5.8,-1.6,0.3,-2.5,1.2,-0.1,11.0
